# V1aR counter = activates human V1a receptor in oxytocin agonist counter-screen; activation, % at 3 µM; AID 2797; 320,000 compounds, 0.25% hits; P37288; CHO-V1R cells, Fluo-8 calcium fluorescence, agonist mode; 0% DMSO, 100% 3 nM vasopressin;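 active means activation above the mean activation of all tested compounds plus 3 SD, per screening run, cut at about 20% in these data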;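 further: signal is peak over basal fluorescence ratio across a 100 second FLIPR read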
# Target sequence (P37288 whole entry, looked up): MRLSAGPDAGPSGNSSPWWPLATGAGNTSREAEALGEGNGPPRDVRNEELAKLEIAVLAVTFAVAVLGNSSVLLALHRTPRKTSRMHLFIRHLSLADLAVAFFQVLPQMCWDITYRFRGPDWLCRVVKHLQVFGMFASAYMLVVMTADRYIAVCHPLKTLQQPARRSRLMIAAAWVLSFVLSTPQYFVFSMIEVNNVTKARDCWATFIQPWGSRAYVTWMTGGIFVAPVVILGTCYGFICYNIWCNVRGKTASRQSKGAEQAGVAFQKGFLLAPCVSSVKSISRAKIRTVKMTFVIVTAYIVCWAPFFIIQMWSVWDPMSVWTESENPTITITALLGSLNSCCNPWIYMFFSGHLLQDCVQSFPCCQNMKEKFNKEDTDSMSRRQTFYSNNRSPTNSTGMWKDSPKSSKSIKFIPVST
# OXTR agonist = human OXTR agonism. P30559. CHO-OTR cells, Fluo-8 calcium fluorescence; normalized: DMSO 0%, oxytocin 100%. activation, % at 3 µM. 320,000 compounds, 0.32% hits;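 active means activation above the mean of all tested compounds plus 3 SD, cutoff set per screening run, cut at about 20% in these data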;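 further: peak over basal fluorescence ratio from a 100 s FLIPR kinetic read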
# TAAR1 antagonist = human TAAR1 antagonism. Q96RJ0. CHO RD-HGA16 TAAR1, Fluo-8 calcium fluorescence, antagonist. 360,000 compounds, 1.5% hits. inhibition, % at 3 µM;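 active means inhibition above a per-plate cutoff, the mean inhibition of test compounds on that plate plus 3 SD, cut at about 49% in these data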;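 further: 0% = DMSO plus EC80 beta-PEA response and 100% = DMSO alone without agonist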
# Target sequence (Q96RJ0 whole entry, looked up): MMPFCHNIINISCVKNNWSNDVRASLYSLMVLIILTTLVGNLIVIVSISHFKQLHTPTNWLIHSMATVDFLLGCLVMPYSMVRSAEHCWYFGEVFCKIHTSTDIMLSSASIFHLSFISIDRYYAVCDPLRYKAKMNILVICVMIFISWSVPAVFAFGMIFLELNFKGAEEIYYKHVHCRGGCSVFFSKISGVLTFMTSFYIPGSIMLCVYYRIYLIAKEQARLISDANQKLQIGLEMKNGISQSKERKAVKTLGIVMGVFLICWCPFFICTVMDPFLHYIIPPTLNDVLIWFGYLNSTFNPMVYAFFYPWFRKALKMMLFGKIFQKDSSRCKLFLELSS
#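 System: RD-HGA16 CHO cells with stable hTAAR1 and Gα16 | Probe or stimulus: EC80 β-phenethylamine stimulus | Dosing: 3 µM, single point | Times: Dye loading 75 min at 37 °C, then 30 min room temperature | Measured by: Fluo-8 calcium-sensitive fluorescence | Read-out basis: % inhibition of agonist calcium response | Replicates: n of 1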
# CHO-K1 Ca ag = counter-screen for M1 agonists: effect in parental CHO-K1 cells. activation, % at 3 µM. Fluo-8 calcium fluorescence; scaled to maximal ATP response, vehicle zero. AID 602248. 360,000 compounds, 0.48% hits; in the data active means activation above about 15%;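 further: untransfected CHO-K1 host cells lacking M1 receptor as counterscreen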
# GPR7 antagonist = blocks human GPR7 receptor signaling; P48145; GPR7-expressing cells, fluorescence antagonist assay; inhibition, % at 4.4 µM; 290,000 compounds, 1.1% hits; in the data active means inhibition above about 16%, passing the limit was not always enough;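 further: cells stimulated with the agonist NPW; 0% = agonist with vehicle and 100% = vehicle without agonist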
# CHO parental Ca = counter-screen for OX1R antagonists: effect in parental CHO cells | AID 463079 | parental CHO-K1, ATP-induced calcium, Fluo-8 fluorescence | 330,000 compounds, 0.63% hits | inhibition, % at 5.6 µM;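 active means inhibition above that plate's mean sample inhibition plus 3 SD, cut at about 26% in these data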;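 further: 0% = ATP-challenged DMSO wells and 100% = DMSO wells without ATP; some compounds past the cut are filed as inactive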
#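 Assay system: untransfected parental CHO cell line. Also added: ATP agonist challenge. Dosing: one dose, 5.6 µM nominal. Measured by: Fluo-8 fluorescence. Read-out: % inhibition. Benchmarks: ATP wells versus no-ATP DMSO wells. Repeats: no replicates.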
# OXTR potentiate = potentiators of human oxytocin receptor. P30559. CHO-OTR cells, Fluo-8 calcium fluorescence, potentiator mode; 0% = oxytocin EC15, 100% = EC100. activation, % at 3 µM. 320,000 compounds, 0.061% hits;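 active means activation above that plate's cutoff, the mean activation of tested compounds plus 3 SD, cut at about 6.6% in these data, passing the limit was not always enough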;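 further: 100% uses oxytocin at 75 nM as the full agonist control; some results filed as inactive read as strong as hits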
#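 assay system = CHO-OTR cells, human receptor | schedule = compound 6 min at room temperature before oxytocin, 100 s read | detection = Fluo-8 intracellular calcium fluorescence, ex 470-495, em 515-575 nm | evaluation = normalized max/min fluorescence ratio, % activation | control set = EC15 oxytocin alone as 0%, 75 nM oxytocin (EC100) as 100%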
# M1 PAM parental = nonselective activator or artifact in parental CHO-K1 calcium assay | ATP EC20, Fluo-8 calcium fluorescence; 0% at ATP EC20, 100% at ATP max | activation, % at 3 µM | 360,000 compounds, 0.02% hits | AID 602247;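 active means activation above the run cutoff, the mean activation of all test compounds plus 3 SD, cut at about 40% in these data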;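 further: peak over basal fluorescence ratio in a 140 s read after ATP addition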
# CHO-K1 Ca antag = counter-screen for M1 antagonists: effect in parental CHO-K1 cells | ATP-induced calcium, Fluo-8 fluorescence | inhibition, % at 3 µM | 360,000 compounds, 0.6% hits;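 active means inhibition above a per-plate cutoff, the plate's mean sample inhibition plus 3 SD, cut at about 24% in these data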;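 further: 0% = DMSO plus EC80 ATP and 100% = DMSO alone without ATP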
# Numbers without * were called inactive; / = no result given.
SMILES,V1aR counter,OXTR agonist,TAAR1 antagonist,CHO-K1 Ca ag,GPR7 antagonist,CHO parental Ca,OXTR potentiate,M1 PAM parental,CHO-K1 Ca antag
CN(C)c1ccc(/C=C2/C=C(c3ccc4c(c3)CCCC4)OC2=O)cc1,0.7,2.3,-21,0.1,3,-2,1,9,-13
Cc1cccc(CN2CCN(C3CN(Cc4cn(Cc5ccccc5C(F)(F)F)nn4)S(=O)(=O)C3)CC2)c1 (stereo unspecified),/,/,-10,1.1,/,/,/,0,-14
COc1cc2c(cc1NC(=O)CN(C)Cc1ccc(OC)c(OC)c1)oc1ccccc12,-0.2,-0.3,36,2.2,-3,-5,-13,25,-12
CSCc1ccc(C(=O)NCC(c2cccs2)N2CCOCC2)cc1 (stereo unspecified),-0.3,0.0,-11,0.1,/,-14,-3,15,5
CC(=O)N1CC(C)Sc2ccc(S(=O)(=O)NCCc3ccccc3)cc21 (stereo unspecified),10,8.2,33,12,-1,-6,-15,-7,2
CC(C)(C)C1CCCCC1NC(=O)c1ccncc1 (stereo unspecified),/,/,10,1.2,-10,/,/,20,-8
COC(=O)N/N=C/c1sc(N2CCCCC2)nc1-c1cccs1,-1.1,-1.4,6,0.1,2,-12,-3,4,-5
CCOC(=O)Cn1nc(C)c(NC(=O)COc2cccc(Cl)c2)c1C,11,1.2,-8,3.8,-4,11,-6,-2,-5
Cc1ccc(S(=O)(=O)N[C@H](C(=O)N2CCC(C(=O)N[C@@H](CCC(N)=O)C(=O)O)CC2)C(C)C)cc1,-0.8,-0.4,-7,-0.4,-1,-14,-2,-18,15
O=C(O)CNC(=O)c1ccc2c(c1)OCCO2,-0.6,1.1,0,0.2,-1,-3,2,-16,6
CCc1nc2ccc(C(=O)NC3CCN(Cc4ccccc4)CC3)cn2c1N(C)Cc1cccs1,/,/,10,2.2,/,/,/,-9,4
CC(=O)c1ccc(N2CCN(C(=O)c3cccs3)CC2)c(F)c1,4.5,2.2,8,6.4,14,-8,-18,12,-7
CC(C)C[C@H](NC(=O)N1c2ccccc2NC(=O)[C@@H]1C(C)C)C(=O)N1CCC[C@@H]1C(=O)O,0.3,-0.3,-4,0.9,5,-8,-1,23,-3
O=C(OCCN=C1NS(=O)(=O)c2ccccc21)c1cccc([N+](=O)[O-])c1,3.9,1.9,10,1.6,-7,10,-2,-1,-7
O=C(CCN1C(=O)c2ccccc2C1=O)NCc1ccco1,0.6,0.8,4,2.6,15,-5,-4,20,-18
CN(CC(=O)Nc1ccc(F)cc1)C(=O)COC(=O)c1ccc(=O)n(Cc2ccccc2)n1,3.6,0.7,-7,1.3,/,-11,-3,13,-19
COc1ccc(C(=O)NCc2nnc(SCC(=O)N3CCCC3)o2)cc1OC,1.3,0.5,-16,-0.1,9,-4,-2,-21,10
O=C(c1ccncc1)N1CCN(S(=O)(=O)c2cc(C(F)(F)F)cc(C(F)(F)F)c2)CC1,-0.4,-0.3,-16,-0.1,/,-18,-13,-6,1
CCn1c(N2CCN(S(=O)(=O)c3ccc(F)cc3)CC2)nc2ccccc21,10,10,23,9.9,0,-13,-7,-7,-10
O=C(COc1ccc(Br)cc1)NCCO,0.9,0.6,6,0.4,-9,1,-5,21,-8
COc1cc(C)cc(C(=O)O)c1C1=C(O)c2cccc(O)c2C(=O)C1=O,-0.2,0.9,-29,-0.1,/,-2,-1,7,3
O=C(Nc1nccs1)c1ccc(-c2ccccc2[N+](=O)[O-])o1,-0.2,-1.1,-5,1.1,-13,-7,-3,-6,1
Cc1ccc(S(=O)(=O)N(C)c2ccc(C(=O)NCc3cccnc3)cc2)cc1,0.4,0.3,-13,0.5,2,-14,-11,9,10
Fc1ccc(CNc2nc(-c3cccnc3)nc3ccccc23)cc1,3.2,1.6,20,2.1,-8,-29,-9,-3,-11
O=C(O)C1C2CCC(C2)C1C(=O)Nc1ccc(Cl)c(Cl)c1 (stereo unspecified),0.4,0.3,-27,3.6,/,-16,0,8,-1
CCOc1cc(C)nc(N2CCC(C(=O)Nc3ccccc3OCC)CC2)n1,-0.3,-0.9,12,0.1,-12,-22,5,10,-5
Cc1ccc(C(=O)c2ccccc2C(=O)O)c(O)c1,-0.3,0.6,-17,0.6,2,9,-2,21,-19
Cc1nn(CC(=O)OCC(=O)Nc2cccc(S(N)(=O)=O)c2)c(C)c1[N+](=O)[O-],2.5,2.1,3,0.1,/,9,-2,6,-4
Cn1c(=O)c2c(nc3n2CCS3)n(C)c1=O,0.6,-0.6,-13,0.0,6,-5,-3,3,3
CCn1c(C)csc1=NC(=O)c1ccccc1,-0.2,-0.9,12,0.0,-14,-3,-8,4,2
C/C(N)=N\S(=O)(=O)c1ccc(Cl)cc1,-0.8,0.2,-7,-0.3,2,-4,-6,-7,-14
CCNC(=S)N1CCN(C(=O)C(Cc2ccccc2)NC(C)=O)CC1 (stereo unspecified),0.4,-0.1,19,-0.2,-6,-10,-12,5,-5
Nc1cccc2cccc([N+](=O)[O-])c12,/,/,-10,-0.7,/,/,/,-15,10
COC(=O)c1c(-c2ccc(OC)cc2)sc2ccccc12,-0.6,0.3,/,/,/,-37,-6,/,/
Cc1ccc(-n2c(-c3ccccc3)n[nH]c2=S)cc1,1.1,-0.5,3,1.1,-5,-4,-5,1,13
CCCc1cc(=O)oc2cc(C)c(CN3CCCC3)c(O)c12,0.5,-1.4,-12,0.7,-4,0,-11,12,-1
CCC(C)NC(=O)CSc1nnc(-c2cc(-c3cccs3)nc3ccccc23)o1 (stereo unspecified),-0.7,-0.8,25,0.7,-6,-28,-20,-2,16
COc1ccc2nc(N3CCCC(C(=O)NCCCN4CCN(C)CC4)C3)sc2c1 (stereo unspecified),1.0,-0.1,-2,5.9,-8,4,-12,10,-3
CC(=O)NCCNC(=O)C1(C)Cc2c(-c3ccccc3)ccnc2O1 (stereo unspecified),/,/,-9,0.2,/,/,/,10,0
CCn1c(CNC(=O)c2ccco2)nnc1SCC(=O)c1ccccc1,1.6,-0.8,7,1.4,1,-10,-1,16,-4
COc1ccc(-c2nnc(SCC(=O)Nc3cc(S(=O)(=O)N4CCCCC4)ccc3Cl)n2N)cc1,0.6,1.5,-9,0.1,-3,-15,-1,17,-6
O=C(Nc1ccccc1C(=O)NCc1cccnc1)c1ccco1,-0.8,-0.8,-2,0.2,-6,-7,-10,8,-1
O=S(=O)(CCc1nc2ccccc2[nH]1)c1ccc(Br)cc1,0.3,-1.0,4,2.3,-9,-15,-8,5,-3
O=C1CC(Cc2ccc(Br)cc2)C(=O)N1c1ccccc1 (stereo unspecified),-0.1,0.4,-18,0.0,-13,-5,1,3,-4
O=C(Nc1ccccc1C(F)(F)F)c1cc(-c2ccccc2O)on1,0.6,0.5,18,0.6,0,-4,5,6,-8
COc1ccc(C(=O)N(Cc2ccccc2)c2cccc(C)c2)cc1,/,/,-39,-0.6,-1,/,/,18,-9
Cc1nc(C(F)(F)F)ccc1C(=O)Nc1ccc2ccccc2n1,/,/,1,3.2,0,/,/,0,-6
CC(C)OC(=O)C1C(=O)CC(C)(O)C(C(=O)OC(C)C)C1c1ccc([N+](=O)[O-])cc1 (stereo unspecified),-1.9,-1.7,1,0.9,-5,-10,4,3,-14
CCN(CC)S(=O)(=O)c1cccc(C(=O)NN2Cc3ccccc3C2=N)c1,0.3,0.3,-16,0.0,0,-10,0,-8,6
CCCc1nnc(NC(=O)CSc2ncn[nH]2)s1,1.3,1.3,-12,0.7,-6,3,-4,-8,-7
C=CCC(C(=O)Oc1c(C(C)(C)C)cc(C)cc1C(C)(C)C)c1ccccc1 (stereo unspecified),0.8,0.4,-10,1.0,/,-2,3,24,-11
CS(=O)(=O)N(CC(=O)N1CCN(c2ccccc2F)CC1)c1cc(C(F)(F)F)ccc1Cl,0.7,0.7,/,1.1,6,-13,-6,25,-9
COc1ccc(NC(=S)N(CCN(C)C)C(C)c2ccco2)cc1 (stereo unspecified),-0.7,-0.2,-8,-0.3,-5,5,-3,21,-7
O=C(NCc1cccs1)c1cc2c(s1)CS(=O)(=O)C2,0.2,-0.8,4,1.4,-4,-7,0,19,-23
O=S(=O)(c1ccccc1)c1nc(Nc2ccccc2N2CCOCC2)sc1Cl,-0.6,-1.3,23,4.9,-7,-17,-11,8,-1
COc1ccc(Cc2nnc(NC(=O)C3CC(=O)N(CCc4ccc(F)cc4)C3)s2)cc1OC (stereo unspecified),-0.2,1.0,-2,-0.6,4,-20,-2,-25,7
CCCCNS(=O)(=O)c1ccc2nc(-c3cccnc3)cc(C(=O)NC(C)CC)c2c1 (stereo unspecified),-0.5,-0.9,-17,0.1,-10,-12,-4,9,-4

# Structures above that have a thiophene ring, fused or not (7):
SMILES,V1aR counter,OXTR agonist,TAAR1 antagonist,CHO-K1 Ca ag,GPR7 antagonist,CHO parental Ca,OXTR potentiate,M1 PAM parental,CHO-K1 Ca antag
CSCc1ccc(C(=O)NCC(c2cccs2)N2CCOCC2)cc1 (stereo unspecified),-0.3,0.0,-11,0.1,/,-14,-3,15,5
COC(=O)N/N=C/c1sc(N2CCCCC2)nc1-c1cccs1,-1.1,-1.4,6,0.1,2,-12,-3,4,-5
CCc1nc2ccc(C(=O)NC3CCN(Cc4ccccc4)CC3)cn2c1N(C)Cc1cccs1,/,/,10,2.2,/,/,/,-9,4
CC(=O)c1ccc(N2CCN(C(=O)c3cccs3)CC2)c(F)c1,4.5,2.2,8,6.4,14,-8,-18,12,-7
COC(=O)c1c(-c2ccc(OC)cc2)sc2ccccc12,-0.6,0.3,/,/,/,-37,-6,/,/
CCC(C)NC(=O)CSc1nnc(-c2cc(-c3cccs3)nc3ccccc23)o1 (stereo unspecified),-0.7,-0.8,25,0.7,-6,-28,-20,-2,16
O=C(NCc1cccs1)c1cc2c(s1)CS(=O)(=O)C2,0.2,-0.8,4,1.4,-4,-7,0,19,-23

# From PubChem
